# ERK EGF inh: EGF-driven ERK pathway inhibition; Potency, µM (series often up to 11.5 µM), for inactives: at the highest dose activity change, negative = inhibition, most hits filed as inhibitors; 0.41% of 130,000 active; HEK293-V1b, EGF-stimulated phospho-ERK AlphaScreen; active means well fitted inhibition curve with a large enough effect; inconclusive means small, poorly fitted or top-dose-only effect, or effect the other way;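 further: plate controls were stimulated vehicle wells for no effect and unstimulated vehicle basal for full effect; nearly all actives have a fitted effect of over 55% in size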
#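 Concentration-response of compounds against EGF-driven ERK phosphorylation in V1b-expressing HEK293 cells; 30 min preincubation, 5 min EGF, AlphaScreen detection; Normalized to DMSO basal and 25 nM EGF.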
# * = called active by the depositor; ? = inconclusive; & = joins results of further samples; [ ] = remark or other dose. Potency means the concentration at half of the fitted maximal effect.
# Start of the data: the first five compounds, to show the layout:
Compound | ERK EGF inh
O=C(c1cc(=O)c2ccccc2o1)N1CCN(c2cccc(Cl)c2)CC1 | -9%
CCCCCN1C(=O)Cn2c(nc3ccccc3c2=O)C1C (stereo not given) | -9%
CN(C)CCNC(=O)c1cc(Sc2ccc(F)cc2)nc2ccccc12 | 0%
Cn1c(=O)n(C)c2cc(/C=C3/SC(=O)N(CC(=O)N4CCOCC4)C3=O)ccc21 | 11%
COC(=O)[C@@H]1C[C@H]1[C@@H](NC(=O)c1cnccn1)c1ccccc1 | 5%

# The listing, repeating the preview:
Compound | ERK EGF inh
O=C(c1cc(=O)c2ccccc2o1)N1CCN(c2cccc(Cl)c2)CC1 | -9%
CCCCCN1C(=O)Cn2c(nc3ccccc3c2=O)C1C (stereo not given) | -9%
CN(C)CCNC(=O)c1cc(Sc2ccc(F)cc2)nc2ccccc12 | 0%
Cn1c(=O)n(C)c2cc(/C=C3/SC(=O)N(CC(=O)N4CCOCC4)C3=O)ccc21 | 11%
COC(=O)[C@@H]1C[C@H]1[C@@H](NC(=O)c1cnccn1)c1ccccc1 | 5%
COc1ccccc1C(=O)n1nc(-c2ccco2)nc1SC | -3%
Cc1cc(/C=C(\C#N)c2nc3ccccc3[nH]2)c(C)n1C | 1%
Clc1nnc(N2CCCCC2)c2ccccc12 | -7%
Cc1ccc(C)c(N2CCN(C(=O)CSc3ccsc3[N+](=O)[O-])CC2)c1 | -4%
S=c1[nH]nc(-c2cccs2)n1/N=C/c1cn(-c2ccccc2)nc1-c1cccs1 | -3%[57.5 µM]
COCCNC(=S)N/N=C/c1ccc2c(c1)OCCO2 | -4%
COc1ccc(CC(=O)c2ccc(OC)c(OC)c2C)cc1OC | ?
CCCCOc1ccc(C(O)(CC)CCN2CCOCC2)cc1 (stereo not given) | 0%
CNC(=S)N/N=C/c1ccc(OCC(=O)Nc2c(C)cc(C)cc2C)c(OC)c1 | -4%
O=C(Nc1nonc1NC(=O)c1cccs1)c1cccs1 | ?
CCOC(=O)Cc1csc(NS(=O)(=O)c2ccc(SC)cc2)n1 | 2%
COC(=O)[C@H](C)[C@H]1C[C@]1(C)[C@H](NC(=O)OCc1ccccc1)c1ccccc1 | 13%&-7%
CCCn1c(C)nc2c(NCC(C)(C)CN(C)C)nc(C)nc21 | 12%
Cc1ccc(C#CC[N+]2(CC#Cc3ccc(C)cc3)CCCCC2)cc1 | -1%
CC(C)Cn1c(N)c(C(=O)COC(=O)c2ccccc2F)c(=O)n(C)c1=O | -5%
O=C(CCn1cnnn1)Nc1ccccc1F | 3%
COC(=O)c1ccc(CNC(=O)COC(=O)C2CCC(C(C)(C)C)CC2)cc1 (stereo not given) | -5%
COC(=O)c1sccc1NC(=S)NCc1ccc(Cl)cc1 | ?
C/C(CC(C)(C)c1ccccc1)=N\NS(=O)(=O)c1ccccc1 | -4%
N#C/C(C(=O)N1CCCC1)=C1/N=C(N)c2ccccc21 | 4%
COc1ccc(-c2nn(CCC#N)cc2C=C(C#N)C#N)cc1 | 0%[57.5 µM]
C/C=C/C=C/C(=O)Nc1nccs1 | 5%
Cc1ccc(SCc2noc(-c3c(C)noc3C)n2)cc1 | -8%[57.5 µM]
N/C(=N\OC(=O)CCC1CCCC1)c1ccncc1 | -13%
COC(=O)CCC(C)C1CCC2C3C(C[C@H](O)C12C)C1(C)CC[C@@H](O)CC1C[C@H]3O (stereo not given in full) | 5%
COc1ccccc1Oc1ccccc1[N+](=O)[O-] | 1%[57.5 µM]
O=[N+]([O-])c1ccc(O)c(C=Nc2cccc3ncccc23)c1 | 1%
Cn1c(N)c(C(=O)N/N=C/c2ccccc2)sc1=S | 11%[57.5 µM]
CCOC(=O)c1c2c3c(cccc3[nH]c1=O)C(=O)c1ccccc1-2 | -9%
Cc1ccc(S(=O)(=O)C2(S(=O)(=O)c3ccc(C)cc3)CC2)cc1 | 3%[57.5 µM]
CCOC(=O)CNC(=O)O[C@H]1C(=O)c2cc(OC)ccc2O[C@@H]1c1ccc(OC)c(Br)c1 | -5%
Clc1ccc2c(N/N=C/c3ccccc3Br)ccnc2c1 | 4%
FC(F)(F)c1cccc(Cc2noc(CN3CCC(N4CCCCC4)CC3)n2)c1 | 5%
Cc1ccc(S(=O)(=O)NNC(=O)c2ccc(O)cc2)cc1 | -8%
CCn1nc(C(=O)OCC(=O)c2ccc(F)cc2)c2ccccc2c1=O | 7%

# Some of the entries above, set out differently.
C/C=C/C=C/C(=O)Nc1nccs1
- ERK EGF inh = 5%

Cc1ccc(SCc2noc(-c3c(C)noc3C)n2)cc1
- ERK EGF inh = -8%[57.5 µM]

N/C(=N\OC(=O)CCC1CCCC1)c1ccncc1
- ERK EGF inh = -13%

COC(=O)CCC(C)C1CCC2C3C(C[C@H](O)C12C)C1(C)CC[C@@H](O)CC1C[C@H]3O (stereo not given in full)
- ERK EGF inh = 5%

# The list continues.
Compound | ERK EGF inh
CC1(C)C(O)CC[C@]2(C)C1CC[C@@]1(C)C2C(=O)C=C2[C@@H]3C[C@@](C)(C(=O)O)CC[C@@]3(C)CCC21C (stereo not given in full) | 16%
NS(=O)(=O)c1ccc(CCNS(=O)(=O)c2cccc(C(=O)O)c2)cc1 | ?
Cc1cccc(NC(=S)NC2CC3CCCC(C2)N3CC(C)C)c1 (stereo not given) | -10%
O=c1[nH]cc(NCCNc2ncc(C(F)(F)F)cc2Cl)c(=O)[nH]1 | 0%
CC(C)c1cc(CNC(=O)CCc2nnc(CCCc3ccccc3)o2)on1 | 6%
Cc1cccc(C(=O)N[C@H](C(=O)Nc2ccc(S(=O)(=O)NC3=NCCCCC3)cc2)C(C)C)c1 | 1%
Cn1c(N)c(C(=O)COC(=O)[C@@H]2CCCN2S(=O)(=O)c2ccc(Cl)cc2)c(=O)n(C)c1=O | -9%[57.5 µM]
Cc1nc(NCc2ccccc2)c2nc(-c3ccccc3)n(CCN3CCCC3)c2n1 | 0%
Cc1ccc(C(c2c(C)[nH][nH]c2=O)c2c(C)[nH][nH]c2=O)cc1[N+](=O)[O-] | 8%
O=C(NN1C(=O)C2C3C=CC(C3)C2C1=O)c1ccco1 (stereo not given) | 0%
Cc1nc(Cl)nc(N(C)c2ccccc2)c1[N+](=O)[O-] | 6%[57.5 µM]
Cc1nnc(NC(=O)c2csc3c2CCCC3)s1 | -21%
CCc1ccc(C2NC(c3ccc(CC)cc3)C([N+](=O)[O-])C(C)(C)C2[N+](=O)[O-])cc1 (stereo not given) | -10%
C=CCNC(=S)Nc1sc2c(c1C(N)=O)CCCC2 | 0%[57.5 µM]
Cc1cc2c(ncn2C)c(NS(=O)(=O)c2ccc(F)cc2)c1C | -2%
O=C(c1ccccc1)c1ccc(OCC(=O)N2CCOCC2)cc1 | 5%
COc1cccc(C(=O)C2CCCN(Cc3cccn3-c3ccccn3)C2)c1 (stereo not given) | -12%[57.5 µM]
O=C(NCc1csc(-c2ccccc2)n1)c1cc(F)cc2c1OCOC2 | -9%[57.5 µM]
CCOC(=O)c1c(-c2ccc(F)cc2)csc1NC(=O)c1c(-c2ccccc2)noc1C | -5%
CC1=C(CCN2CCN(C3CCCC3)C(CCO)C2)C(C)(C)CCC1 (stereo not given) | 5%
Cc1ccccc1CSCC(=O)NCCSc1ccccn1 | -2%
CC1CCN(CCCNC(=O)c2ccc(Cn3c(=S)[nH]c4ccc(Br)cc4c3=O)cc2)CC1 | -2%
CC(C)(C)c1nnc2sc(SCC(=O)N3CCc4ccccc43)nn2c1=O | -4%
CN(C)S(=O)(=O)c1cccc(NC(=O)c2ccc(N3CCOCC3)c([N+](=O)[O-])c2)c1 | 6%
COCCN(Cc1cc2cc3c(cc2nc1Cl)OCO3)C(=O)Nc1ccc(OC)cc1 | 7%
COc1ccc(NC(=O)/C=C/c2ccc(Cl)cc2)cc1 | 11%
CN1CCN(C(=O)C2=C[C@@H](c3csc4ccccc34)C[C@@H](OCc3ccc(CO)cc3)O2)CC1 | -12%[57.5 µM]
Cc1cccc(N2CCN(c3nc4ccc(Cl)cc4n4cnnc34)CC2)c1C | -2%
COc1ccc(/C=N/n2cnnc2)cc1Oc1nc(Cl)ncc1F | -2%[57.5 µM]
O=C1CC(=O)N(c2cccc(F)c2)N1 | -4%
COc1cc(C(CCN2CCCC2)c2c(OC)cc(OC)c3ccc(=O)oc23)cc(OC)c1OC (stereo not given) | -9%[57.5 µM]
O=C(c1ccc(N2C(=O)C3CC=C(Cl)CC3C2=O)cc1)N1CCOCC1 (stereo not given) | 6%
C/C(=N/Nc1ccc(C)cc1)C1(C)N(O)C(C)(C)C(c2ccco2)=[N+]1[O-] (stereo not given) | -1%
c1ccc(CSc2ccc(-c3cccs3)nn2)nc1 | 5%
Cc1ccc(S(=O)(=O)N2CCC(C(=O)N[C@@H](C)C(=O)NCc3ccco3)CC2)cc1 | 0%
Cc1ccc(OCC(=O)N/N=C\c2ccc(C)o2)c(C)c1 | -3%
Nc1nnc(-c2cccc(Cl)c2Cl)c(N)n1 | ?
Cc1nn(C)c2nc(-c3cccs3)cc(C(F)(F)F)c12 | -12%
COc1ccc(Br)cc1C(=O)N/N=C/c1ccc2c(c1)n(C)c(=O)n2C | 0%
COCCN1Cc2cccc(C(=O)Nc3ccc(-c4nc5ccccc5[nH]4)cc3)c2C1=O | -1%
COc1ccc(C(=O)Sc2nncc3ccccc23)cc1 | 3%
CCOC(=O)Cc1csc(SCc2cc(=O)oc3cc(O)ccc23)n1 | -2%
Cc1cccc(N2CCN(C(=O)c3ccoc3C)CC2)c1C | 2%
CN1CCN(/N=C/c2ccc(Br)cc2)CC1 | 28%
Fc1ccc(-n2nnc(-c3ccnc4ccccc34)n2)cc1 | -2%[57.5 µM]
COc1cc(C(=O)NNC(=S)NC(=O)c2ccccc2C)cc(OC)c1OC | 10%
Cc1ccc(-c2csc(NC(=S)NC(=O)c3cc4ccccc4o3)n2)cc1 | 6%
CC(C)(C)n1nc2c(c1NC(=O)Cc1ccccc1)CS(=O)(=O)C2 | -5%
COc1ccc(NC(=O)CCN2C(=O)[C@@H]3[C@H](C2=O)[C@H]2C=C[C@@H]3C2)cc1 | 0%[57.5 µM]
O=C(CSc1ncccc1-c1nc2ccccc2[nH]1)Nc1ccc2c(c1)OCCO2 | 3%

# Remaining list, next part
Compound | ERK EGF inh
CCCC[N+](CC#Cc1ccccc1)(CCCC)CCCS(=O)(=O)[O-] | -9%
O=C(NNC(=S)Nc1cccc(C(F)(F)F)c1)c1ccc(Cl)cc1Cl | 1%
CCNS(=O)(=O)c1ccc(NC(=O)c2c(-c3ccccc3)noc2C)cc1 | -11%[57.5 µM]
Nc1nc(NCC2CCCO2)nc(Nc2cccc(Cl)c2)c1[N+](=O)[O-] (stereo not given) | 5%[57.5 µM]
COc1cc(/C=N\NC(=O)c2ccccc2F)ccc1Oc1ccc([N+](=O)[O-])cn1 | -3%[57.5 µM]
COc1ccccc1N1CCN(CC(=O)Nc2ccc(-n3cnnn3)cc2)CC1 | 5%
CCN1CCN(Cc2ccc(NC(=O)c3ccc(C)c(NC(=O)c4ccc5n[nH]nc5c4)c3)cc2C(F)(F)F)CC1 | -7%[57.5 µM]
CCOc1ccc(S(=O)(=O)n2cc(F)c(=O)[nH]c2=O)cc1 | -4%
CSc1nnc2c(n1)OC(c1ccccn1)N(C(C)=O)c1ccccc1-2 (stereo not given) | -41%
CN(C)c1ccc(/C=N\NC(=O)CC#N)cc1 | -2%
CC(C(N)=O)N1c2cccc3cccc(c23)S1(=O)=O (stereo not given) | -6%
Cc1cccc(OCc2nnc(SCC(=O)N3c4ccccc4CCc4ccccc43)o2)c1 | 5%[57.5 µM]
CCCN1CCc2c(sc(NC(=S)NC(=O)c3ccccc3)c2C#N)C1 | 3%
CC(C)N(Cc1ccccc1)C(=O)COC(=O)c1cnccn1 | 8%
CCN(CC)c1ccc(/C=N/N2CCN(Cc3ccccc3)CC2)cc1 | 28µM*
CCCOc1ccc(N2C(=O)CC(NCCNc3ccc([N+](=O)[O-])cn3)C2=O)cc1 (stereo not given) | -14%[57.5 µM]
O=C1CCCC2=C1C(c1ccc(Cl)cc1)N1C(=O)CCSC1=N2 (stereo not given) | 2%
Oc1c(Br)cc(Br)cc1C=Nc1ccc2[nH]ncc2c1 | 3%[57.5 µM]
CC(C)(C)C1c2[nH]c3ccccc3c2CCN1CCCn1cccn1 (stereo not given) | -16%[57.5 µM]
C=CCOc1ccc(/C=N/NC(C)=O)cc1OCC | 0%
COc1ccc(NCc2nnc(SCCN3CCCCC3)n2-c2ccc(C)cc2)cc1 | -3%
Cc1onc(-c2c(F)cccc2Cl)c1C(=O)OCc1cnc(Cl)s1 | -7%
COC(=O)c1cn(CC(=O)N2C(C)CCCC2C)c2ccccc12 (stereo not given) | -5%
CCCCNC(=O)NC(C(=O)OC)C12CC3CC(CC(C3)C1)C2 (stereo not given) | -5%[57.5 µM]
C=CCNc1nc(-c2ccc([N+](=O)[O-])cc2)cs1 | -2%
C=CCNC(=S)NNC(=O)c1ccc(=O)n(Cc2ccccc2)c1 | 6%
N#Cc1ccc(OCc2nnc(SCC(=O)c3ccccc3)n2-c2ccccc2)cc1 | 3%
O=C(NCc1ccccc1)C1=C[C@@H](c2ccccc2)C[C@@H](OCc2ccc(CO)cc2)O1 | -11%[57.5 µM]
C=CCSc1ncnc2c1oc1nc3c(cc12)COC(C)(C)C3 | -12%[57.5 µM]
COC(=O)c1ccc(/C=N/OCC(=O)Nc2cc(F)ccc2F)cc1 | -2%

# Screening results deposited in PubChem BioAssay by National Center for Advancing Translational Sciences (NCATS).

# A portion of the library (hit frequency here may not be typical).
